Screening data from PubChem.
TcdB inh: inhibitors of Clostridioides difficile toxin B glycohydrolase. P18177. TcdB glycohydrolase enzymatic assay, plate reader. inhibition, % at 9.99 µM. 0.24% of 350,000 active. AID 652162; in the data active = inhibition above about 10%
Target sequence (P18177 whole entry, looked up): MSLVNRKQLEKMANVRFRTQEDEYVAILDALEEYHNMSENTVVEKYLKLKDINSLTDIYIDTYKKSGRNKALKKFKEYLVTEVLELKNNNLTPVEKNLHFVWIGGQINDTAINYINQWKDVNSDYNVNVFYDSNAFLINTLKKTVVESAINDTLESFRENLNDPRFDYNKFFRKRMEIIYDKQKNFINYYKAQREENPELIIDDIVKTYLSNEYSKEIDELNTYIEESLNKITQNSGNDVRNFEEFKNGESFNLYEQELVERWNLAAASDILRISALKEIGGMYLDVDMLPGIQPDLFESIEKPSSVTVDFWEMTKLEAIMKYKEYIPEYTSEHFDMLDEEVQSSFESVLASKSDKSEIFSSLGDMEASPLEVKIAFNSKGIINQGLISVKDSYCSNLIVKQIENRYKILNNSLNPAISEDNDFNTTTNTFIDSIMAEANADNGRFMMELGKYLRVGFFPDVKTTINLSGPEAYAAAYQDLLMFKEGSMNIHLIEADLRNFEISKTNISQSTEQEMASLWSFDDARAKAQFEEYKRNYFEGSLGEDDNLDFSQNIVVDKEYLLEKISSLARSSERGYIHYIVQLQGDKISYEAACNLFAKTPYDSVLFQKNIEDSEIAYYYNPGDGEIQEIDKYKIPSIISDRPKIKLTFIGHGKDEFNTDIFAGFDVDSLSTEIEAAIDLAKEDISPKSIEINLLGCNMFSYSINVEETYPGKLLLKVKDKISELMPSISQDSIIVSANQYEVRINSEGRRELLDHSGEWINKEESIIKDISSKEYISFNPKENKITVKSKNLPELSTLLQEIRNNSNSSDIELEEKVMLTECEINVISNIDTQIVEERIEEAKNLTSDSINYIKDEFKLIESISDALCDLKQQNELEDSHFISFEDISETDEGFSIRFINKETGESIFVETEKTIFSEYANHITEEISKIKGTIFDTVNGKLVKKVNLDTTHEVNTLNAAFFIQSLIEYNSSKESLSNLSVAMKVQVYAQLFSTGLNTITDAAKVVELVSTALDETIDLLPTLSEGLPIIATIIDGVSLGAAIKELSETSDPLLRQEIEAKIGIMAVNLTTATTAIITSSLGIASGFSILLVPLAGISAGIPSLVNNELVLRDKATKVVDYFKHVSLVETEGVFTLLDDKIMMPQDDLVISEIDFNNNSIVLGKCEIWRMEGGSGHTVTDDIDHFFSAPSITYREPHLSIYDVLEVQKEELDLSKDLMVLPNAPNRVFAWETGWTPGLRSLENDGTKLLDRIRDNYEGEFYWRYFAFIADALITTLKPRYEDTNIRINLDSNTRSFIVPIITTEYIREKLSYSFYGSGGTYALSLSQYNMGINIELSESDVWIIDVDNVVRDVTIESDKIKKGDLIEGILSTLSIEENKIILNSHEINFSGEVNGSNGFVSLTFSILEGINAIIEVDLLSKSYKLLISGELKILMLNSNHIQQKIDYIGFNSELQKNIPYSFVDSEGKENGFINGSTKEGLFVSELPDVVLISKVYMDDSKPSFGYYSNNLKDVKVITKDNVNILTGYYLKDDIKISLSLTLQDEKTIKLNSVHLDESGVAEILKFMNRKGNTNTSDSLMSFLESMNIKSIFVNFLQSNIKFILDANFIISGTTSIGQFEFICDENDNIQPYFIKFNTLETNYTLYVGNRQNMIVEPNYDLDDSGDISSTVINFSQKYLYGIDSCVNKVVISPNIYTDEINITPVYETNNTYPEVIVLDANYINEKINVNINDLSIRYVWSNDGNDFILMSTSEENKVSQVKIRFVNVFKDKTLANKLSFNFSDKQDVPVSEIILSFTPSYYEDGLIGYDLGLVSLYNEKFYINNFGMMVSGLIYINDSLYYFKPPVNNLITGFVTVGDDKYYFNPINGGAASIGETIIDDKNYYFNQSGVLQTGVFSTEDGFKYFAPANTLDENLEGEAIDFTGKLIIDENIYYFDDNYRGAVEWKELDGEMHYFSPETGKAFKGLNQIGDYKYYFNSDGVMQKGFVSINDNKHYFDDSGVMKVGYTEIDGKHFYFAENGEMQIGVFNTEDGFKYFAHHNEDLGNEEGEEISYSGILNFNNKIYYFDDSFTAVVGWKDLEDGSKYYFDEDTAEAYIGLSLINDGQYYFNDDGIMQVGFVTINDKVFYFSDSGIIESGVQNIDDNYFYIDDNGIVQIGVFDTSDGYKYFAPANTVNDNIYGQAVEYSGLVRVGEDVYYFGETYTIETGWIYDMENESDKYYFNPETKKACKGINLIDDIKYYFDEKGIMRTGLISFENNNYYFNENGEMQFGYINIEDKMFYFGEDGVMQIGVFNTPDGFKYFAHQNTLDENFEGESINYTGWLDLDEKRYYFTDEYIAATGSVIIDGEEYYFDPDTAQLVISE
CCHF vOTU inh: blocks the CCHF virus ovarian tumor domain protease; CCHFV vOTU protease, Pep-AMC fluorescence; inhibition, % at 11.5 µM; 0.55% of 370,000 active; AID 651958; in the data active = inhibition above about 30%; also: 0% = vehicle wells with enzyme and 100% = no enzyme wells
FadD28 FP inh: M. tuberculosis FadD28 bisubstrate binding inhibition; FadD28 bisubstrate probe binding, fluorescence polarization; inhibition, % at 12.5 µM; 0.22% of 360,000 active; in the data active = inhibition above about 8.5%, passing the limit was not always enough; inconclusive = no clear call, values can overlap the other calls
Yp Topo-I inh: inhibitors of Yersinia pestis topoisomerase I; Y. pestis Topo-I cleavage product accumulation, plate reader; activity, % at 10 µM; 0.064% of 360,000 active; in the data active = activity above about 50%, passing the limit was not always enough; inconclusive = no clear call, values can overlap the other calls; also: inactives centre near 2
BoNT-F LC inh: BoNT F light chain protease inhibition | inhibition, % at 10 µM | AID 588497 | 0.22% of 360,000 active | Multiplex microsphere protease cleavage assay, flow cytometry; in the data active = inhibition above about 35%, passing the limit was not always enough; inconclusive = no clear call, values can overlap the other calls; also: plate controls were buffer without enzyme for full effect and enzyme alone for no effect
Anthrax LF inh2: anthrax lethal factor protease inhibition; multiplex microsphere protease cleavage assay, LF; inhibition, % at 10 µM; 0.12% of 360,000 active; AID 588501; also: plate controls were buffer without enzyme for full effect and enzyme alone for no effect
PfHsp40 rescue: compounds rescuing yeast from Plasmodium falciparum HSP40 toxicity | S. cerevisiae expressing PfHsp40, growth rescue, ATP luminescence | growth rescue, % at 12.5 µM | 0.68% of 340,000 active | AID 504582; in the data active = growth rescue above about 28%, passing the limit was not always enough; inconclusive = no clear call, values can overlap the other calls;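 also: yeast W303a lacking pdr1 and pdr3 grown in galactose medium; growth measured after three days at 30 °C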
PrPC TRFRET: cell surface PrPC inhibition, primary TR-FRET screen | inhibition, % at 13.8 µM | P04156 | 0.43% of 370,000 active | TR-FRET read-out; in the data active = inhibition above about 24%; also: 0% = median of the test wells and 100% = reference compound wells
BoNT-A LC inh2: inhibitors of Botulinum neurotoxin A light chain protease; inhibition, % at 10 µM; AID 588499; multiplex microsphere protease substrate cleavage, flow cytometry; 0.17% of 360,000 active; also: plate controls were buffer without enzyme for full effect and enzyme alone for no effect
* marks the source's active call; other numbers are inactive results; & = joins results of further samples. Rule as the data show it, unless noted: active = inhibition above about 30%; inconclusive = no clear call, values can overlap the other calls; inactive = below that.

What do the screens show for `Cc1nnc(SCC(=O)Nc2ccccc2N2CCOCC2)s1`?
CCHF vOTU inh: 0.2; FadD28 FP inh: -2.4; Yp Topo-I inh: 0.1; BoNT-F LC inh: -4.4; Anthrax LF inh2: -15.2; PfHsp40 rescue: -0.4; PrPC TRFRET: 2.1; BoNT-A LC inh2: 1.1

Results for COc1ccc(C(c2nnnn2C2CCCCC2)N2CCN(C/C=C/c3ccccc3)CC2)cc1 (stereo not drawn) ?
TcdB inh: 1.5; CCHF vOTU inh: -2.8; FadD28 FP inh: -3.7; BoNT-F LC inh: -0.6; Anthrax LF inh2: -0.8; PrPC TRFRET: 4.1; BoNT-A LC inh2: -0.1

What do the screens show for `Cc1ccc(S(=O)(=O)N2CCC(=O)N([C@H](COCc3cccc(Cl)c3)C(C)C)CC2)cc1`?
TcdB inh: 2.4; CCHF vOTU inh: 1.2; BoNT-F LC inh: 3.4; Anthrax LF inh2: -3.0; PrPC TRFRET: -4.9; BoNT-A LC inh2: 0.3

How did N#Cc1c(N)nc(SCc2ccncc2)c(C#N)c1-c1cccs1 do in these assays?
CCHF vOTU inh: -1.6; FadD28 FP inh: -12.0; Yp Topo-I inh: -2.0; BoNT-F LC inh: -4.2; Anthrax LF inh2: -2.5; PfHsp40 rescue: -0.5; PrPC TRFRET: 18.8; BoNT-A LC inh2: 0.4

How did CCCCCCC(O)(CCN1CCCCC1)c1ccccc1 (stereo not drawn) do in these assays?
TcdB inh: 0.2; CCHF vOTU inh: 22.0; FadD28 FP inh: -3.2; Yp Topo-I inh: -1.8; BoNT-F LC inh: -5.2; Anthrax LF inh2: -2.0; PfHsp40 rescue: 0.6; PrPC TRFRET: 12.3; BoNT-A LC inh2: 0.6

How did CC#CC[N+](C)(C)CCCCCC do in these assays?
TcdB inh: -0.6; CCHF vOTU inh: 7.9; FadD28 FP inh: -0.7; Yp Topo-I inh: 40.2; BoNT-F LC inh: inconclusive; Anthrax LF inh2: -4.9; PfHsp40 rescue: -1.9; PrPC TRFRET: -2.5; BoNT-A LC inh2: inconclusive

How did O=c1ccc2ccc(O[C@@H]3O[C@H](CO)[C@@H](O)[C@H](O)[C@H]3O)c(O)c2o1 do in these assays?
TcdB inh: -0.1; CCHF vOTU inh: 11.9; FadD28 FP inh: -2.2; Yp Topo-I inh: 3.7; BoNT-F LC inh: 2.4; Anthrax LF inh2: -0.8; PfHsp40 rescue: 0.2; PrPC TRFRET: -8.6; BoNT-A LC inh2: -0.9

What do the screens show for `CCOC(=O)c1nc(NCc2ccccc2C)c2ccccc2n1`?
TcdB inh: 1.0; CCHF vOTU inh: 0.1; FadD28 FP inh: -4.1; Yp Topo-I inh: 3.5; BoNT-F LC inh: 1.8; Anthrax LF inh2: -1.8; PfHsp40 rescue: -0.1; PrPC TRFRET: 6.6; BoNT-A LC inh2: -0.3

What do the screens show for `CCOC(=O)COc1nc(OC)nc(N2CCOCC2)n1`?
CCHF vOTU inh: -2.9; FadD28 FP inh: 0.8; Yp Topo-I inh: 10.3; BoNT-F LC inh: 3.6; Anthrax LF inh2: 2.5; PfHsp40 rescue: -0.1; PrPC TRFRET: -4.3; BoNT-A LC inh2: 0.5

Results for Cc1[nH]c2ccccc2c1/C=N/NC(=O)c1ccccc1 ?
TcdB inh: 1.4; CCHF vOTU inh: 8.0; FadD28 FP inh: -2.1; Yp Topo-I inh: -16.0; BoNT-F LC inh: -14.2; Anthrax LF inh2: 2.9; PfHsp40 rescue: 0.1; PrPC TRFRET: -3.0; BoNT-A LC inh2: -2.7

How did CN(C)S(=O)(=O)c1ccc(C(=O)NN2C(=O)NC3(CCCCC3)C2=O)cc1 do in these assays?
TcdB inh: 2.2; CCHF vOTU inh: 11.2; FadD28 FP inh: -4.2; Yp Topo-I inh: 2.6; BoNT-F LC inh: 4.2; Anthrax LF inh2: 0.9; PfHsp40 rescue: -1.2; PrPC TRFRET: -3.7; BoNT-A LC inh2: -1.4

What do the screens show for `C[C@H]1CN([C@@H](C)CO)S(=O)(=O)c2ccc(Br)cc2O[C@H]1CN(C)Cc1ccccc1F`?
TcdB inh: 1.6&2.4; CCHF vOTU inh: 20.0; FadD28 FP inh: -1.8; Yp Topo-I inh: 13.8; BoNT-F LC inh: 1.1; Anthrax LF inh2: 4.6; PrPC TRFRET: -0.5; BoNT-A LC inh2: -0.1

Results for CCc1nc(N2CCC3(CC2)OCCO3)c2nnn(Cc3ccccc3Cl)c2n1 ?
CCHF vOTU inh: 5.0; FadD28 FP inh: -1.5; Yp Topo-I inh: 33.1; BoNT-F LC inh: 0.1; Anthrax LF inh2: -2.1; PfHsp40 rescue: 0.7; PrPC TRFRET: 0.4; BoNT-A LC inh2: 0.1

Results for COc1ccc(NC(=O)c2ccc(NC(=O)CCS(=O)(=O)c3cccs3)cc2)cc1 ?
TcdB inh: 0.1; CCHF vOTU inh: -10.8; FadD28 FP inh: -1.9; Yp Topo-I inh: 13.3; BoNT-F LC inh: -30.2; Anthrax LF inh2: -6.9; PfHsp40 rescue: -1.4; PrPC TRFRET: -4.1; BoNT-A LC inh2: -8.1

How did CCOC(=O)CNC(=O)c1cn(CC)c(=O)c2cc(OC)c(OC)cc12 do in these assays?
CCHF vOTU inh: 4.1; FadD28 FP inh: 0.4; Yp Topo-I inh: 2.6; BoNT-F LC inh: -2.1; Anthrax LF inh2: 1.7; PfHsp40 rescue: -2.3; PrPC TRFRET: 5.1; BoNT-A LC inh2: 0.9

The list goes on; the last 2 above are carried over.
Results for COc1ccc(NC(=O)c2ccc(NC(=O)CCS(=O)(=O)c3cccs3)cc2)cc1 ?
TcdB inh: 0.1; CCHF vOTU inh: -10.8; FadD28 FP inh: -1.9; Yp Topo-I inh: 13.3; BoNT-F LC inh: -30.2; Anthrax LF inh2: -6.9; PfHsp40 rescue: -1.4; PrPC TRFRET: -4.1; BoNT-A LC inh2: -8.1

How did CCOC(=O)CNC(=O)c1cn(CC)c(=O)c2cc(OC)c(OC)cc12 do in these assays?
CCHF vOTU inh: 4.1; FadD28 FP inh: 0.4; Yp Topo-I inh: 2.6; BoNT-F LC inh: -2.1; Anthrax LF inh2: 1.7; PfHsp40 rescue: -2.3; PrPC TRFRET: 5.1; BoNT-A LC inh2: 0.9

What do the screens show for `Cc1ccc2cc(C#N)c(N3CCCN(C(=O)c4cnccn4)CC3)nc2c1`?
TcdB inh: 1.0; CCHF vOTU inh: -0.4; FadD28 FP inh: -1.3; Yp Topo-I inh: 11.6; BoNT-F LC inh: 10.9; Anthrax LF inh2: -10.8; PfHsp40 rescue: -0.4; PrPC TRFRET: -9.5; BoNT-A LC inh2: 3.4

Results for CCOC(=O)C1=C(C)NC(=O)C(C(N)=O)C1c1ccccc1 (stereo not drawn) ?
CCHF vOTU inh: 8.8; FadD28 FP inh: -3.1; Yp Topo-I inh: 0.5; BoNT-F LC inh: 6.3; Anthrax LF inh2: -3.6; PfHsp40 rescue: 0.4; PrPC TRFRET: -5.2; BoNT-A LC inh2: -0.8

Results for CC(=O)Nc1cccc(-c2ccnc3c2CC(C)(C(=O)Nc2cccnc2)O3)c1 (stereo not drawn) ?
TcdB inh: -0.2; CCHF vOTU inh: 2.5; FadD28 FP inh: -3.0; Yp Topo-I inh: 1.0; BoNT-F LC inh: -2.3; Anthrax LF inh2: -4.6; PrPC TRFRET: 6.6; BoNT-A LC inh2: -0.4

Results for O=C(CCCn1c(SCC(=O)Nc2ccccc2C(F)(F)F)nc2ccccc2c1=O)NCC1CCCO1 (stereo not drawn) ?
TcdB inh: 0.4; CCHF vOTU inh: -5.0; FadD28 FP inh: -0.6; Yp Topo-I inh: -9.0; BoNT-F LC inh: 4.8; Anthrax LF inh2: 0.4; PfHsp40 rescue: 0.6; PrPC TRFRET: 8.2; BoNT-A LC inh2: 2.8

What do the screens show for `COC/C=C/C1=CC2=CC(=O)C(C)(OC(=O)c3cnc4ccccc4n3)C(=O)C2=CN1Cc1ccccc1` (stereo not drawn)?
TcdB inh: 0.3; CCHF vOTU inh: 13.2; FadD28 FP inh: -3.9; Yp Topo-I inh: 12.9; BoNT-F LC inh: -33.8; Anthrax LF inh2: -11.8; PfHsp40 rescue: 3.0; PrPC TRFRET: -5.3; BoNT-A LC inh2: 1.0

Results for COC(=O)C1=C[C@@H](C(=O)OC)[C@@H]2C3=C(C(=O)[C@@]2(C)NC(=O)c2ccccc2)[C@H](C)n2c(=O)n(C)c(=O)n2[C@@H]3C1 ?
TcdB inh: 0.0; CCHF vOTU inh: -0.4; FadD28 FP inh: 0.4; Yp Topo-I inh: -5.1; BoNT-F LC inh: 3.5; Anthrax LF inh2: -7.6; PfHsp40 rescue: -0.5; PrPC TRFRET: -1.5; BoNT-A LC inh2: -0.2

Results for O=C(CSCc1ccc([N+](=O)[O-])cc1)N/N=C/c1ccncc1 ?
TcdB inh: 0.2; CCHF vOTU inh: -1.8; FadD28 FP inh: -2.6; Yp Topo-I inh: 6.4; BoNT-F LC inh: -2.4; Anthrax LF inh2: -1.0; PfHsp40 rescue: 1.2; PrPC TRFRET: -6.3; BoNT-A LC inh2: -0.3

How did COc1ccc([C@@H]2[C@@H](C)N(c3ccccc3)c3ccccc3C(=O)N2Cc2ccccc2)cc1 do in these assays?
TcdB inh: -1.1; CCHF vOTU inh: 0.1; FadD28 FP inh: -3.4; Yp Topo-I inh: -2.2; BoNT-F LC inh: 3.1; Anthrax LF inh2: -2.6; PrPC TRFRET: 9.2; BoNT-A LC inh2: -0.5

How did OC[C@@H]1CN(Cc2ccc3c(c2)OCO3)C[C@H](n2cnc3c(NCc4ccco4)ncnc32)O1 do in these assays?
TcdB inh: 0.6; CCHF vOTU inh: -1.2; FadD28 FP inh: -0.3; Yp Topo-I inh: 10.6; BoNT-F LC inh: -1.3; Anthrax LF inh2: 0.5; PrPC TRFRET: 4.6; BoNT-A LC inh2: -0.4

What do the screens show for `COC(=O)c1c(C)[nH]c(C(=O)CN2CCOCC2)c1C`?
CCHF vOTU inh: -4.8; FadD28 FP inh: 1.0; Yp Topo-I inh: -0.5; BoNT-F LC inh: -4.5; Anthrax LF inh2: 0.2; PfHsp40 rescue: 1.0; PrPC TRFRET: 2.9; BoNT-A LC inh2: -0.7

What do the screens show for `Cc1ccc(NC(=O)CSCC(=O)Nc2ncc3c(n2)CC(c2ccco2)CC3=O)cc1` (stereo not drawn)?
CCHF vOTU inh: 0.2; FadD28 FP inh: -1.6; Yp Topo-I inh: -0.2; BoNT-F LC inh: 0.7; Anthrax LF inh2: -4.1; PfHsp40 rescue: 0.7; PrPC TRFRET: 0.8; BoNT-A LC inh2: 0.5

How did CC(C)CCn1nc(C(=O)OC(C)C(=O)NC(N)=O)c2ccccc2c1=O (stereo not drawn) do in these assays?
CCHF vOTU inh: -5.2; FadD28 FP inh: -2.7; Yp Topo-I inh: 1.7; BoNT-F LC inh: -6.8; Anthrax LF inh2: -1.9; PfHsp40 rescue: 0.1; PrPC TRFRET: -2.5; BoNT-A LC inh2: -0.2

Results for COc1ccc(N2CCN(C(=O)c3ccc(N(C)S(=O)(=O)c4ccc(OC)cc4)cc3)CC2)cc1 ?
TcdB inh: 0.4; CCHF vOTU inh: -3.4; FadD28 FP inh: -1.6; Yp Topo-I inh: -1.5; BoNT-F LC inh: -8.3; Anthrax LF inh2: -5.1; PfHsp40 rescue: 0.9; PrPC TRFRET: 1.1; BoNT-A LC inh2: 0.0

How did CN1C(=O)N(C)c2cccc3cccc1c23 do in these assays?
TcdB inh: 0.1; CCHF vOTU inh: -7.2; FadD28 FP inh: -1.1; Yp Topo-I inh: -1.1; BoNT-F LC inh: -1.5; Anthrax LF inh2: -5.2; PfHsp40 rescue: 1.2; PrPC TRFRET: 1.7; BoNT-A LC inh2: 0.1

How did Cc1ccc(-c2onc3ccc(C4OCCO4)cc23)cc1 do in these assays?
TcdB inh: -0.5; CCHF vOTU inh: -28.0; FadD28 FP inh: -4.6; Yp Topo-I inh: 17.5; BoNT-F LC inh: -3.6; Anthrax LF inh2: -7.9; PfHsp40 rescue: 5.8; PrPC TRFRET: 4.9; BoNT-A LC inh2: -0.3

How did CCN1CCN(C(C(=O)NC2CCCCC2)C2CC2)CC1 (stereo not drawn) do in these assays?
TcdB inh: 0.3; CCHF vOTU inh: -10.2; FadD28 FP inh: -1.1; BoNT-F LC inh: -4.4; Anthrax LF inh2: -9.2; PrPC TRFRET: -6.8; BoNT-A LC inh2: 0.3
